Bioassay records: PubChem, National Center for Advancing Translational Sciences (NCATS)
Rab9 promoter act: qHTS Assay for Rab9 Promoter Activators | 2.8% of 320,000 active | Huh7 Rab9 promoter-luciferase reporter, luminescence, 24 h | Potency, µM (series often up to 9.22 µM), inactives show at the highest dose activation, negative = inhibition, actives largely listed as activators | AID 485297, 2010; also: potency is read from the fitted curve at half-maximal effect; % of control where 0% means no effect; nearly all actives have a fitted effect of over 60% in size
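Luminescence read-out: Huh7 cells stably expressing Rab9-luciferase, treated 24 h with compound at 37 °C, then lysed with luciferase reagent for 10 min at ambient before reading.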
Menin MLL FP TR: qHTS Assay for Inhibitors Targeting the Menin-MLL Interaction in MLL Related Leukemias: Competition With Texas Red Labeled MLL-derived Mutant Peptide | Potency, µM (top dose mostly 61.6 µM), for inactives: at the top dose FP activity change, negative = inhibition, hits mostly inhibitors | 0.23% of 270,000 active | O00255 | Menin + Texas Red MLL mutant peptide, fluorescence polarization; active = well fitted inhibition curve with a large enough effect in the polarisation, with a control signal flat, not every such curve was filed as active; inconclusive = small, poorly fitted or top-dose-only effect, or effect the other way, or a change in a side signal; inactive = no such curve, though single readings can be large or run the other way; the % refers to the polarisation; also: potency is read from the fitted curve at half-maximal effect; % of control where 0% means no effect; many of its hits are not listed in these tables
Target sequence (O00255 whole entry, looked up): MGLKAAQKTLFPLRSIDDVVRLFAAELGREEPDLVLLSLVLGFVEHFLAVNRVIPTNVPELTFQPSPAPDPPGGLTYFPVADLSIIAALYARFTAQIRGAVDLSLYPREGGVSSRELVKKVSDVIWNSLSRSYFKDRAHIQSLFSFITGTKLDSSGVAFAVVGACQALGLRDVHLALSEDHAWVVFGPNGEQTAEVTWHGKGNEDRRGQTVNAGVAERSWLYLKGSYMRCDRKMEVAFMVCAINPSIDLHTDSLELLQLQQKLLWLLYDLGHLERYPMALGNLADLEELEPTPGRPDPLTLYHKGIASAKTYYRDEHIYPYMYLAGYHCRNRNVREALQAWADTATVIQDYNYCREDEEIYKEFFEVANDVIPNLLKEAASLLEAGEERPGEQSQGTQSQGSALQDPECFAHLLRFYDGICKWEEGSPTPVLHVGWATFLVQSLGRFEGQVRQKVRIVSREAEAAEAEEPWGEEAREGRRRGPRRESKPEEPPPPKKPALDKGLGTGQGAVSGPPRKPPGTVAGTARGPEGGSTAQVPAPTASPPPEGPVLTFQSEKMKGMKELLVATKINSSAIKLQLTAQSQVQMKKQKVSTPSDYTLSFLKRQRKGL
FLuc counter: qHTS profiling assay for firefly luciferase inhibitor/activator using purifed enzyme and Km concentrations of substrates (counterscreen for miR-21 project) | Luciferin 4-monooxygenase (Photinus pyralis), P08659 | purified FLuc, Km substrates, luminescence inhibition | Potency, µM (highest dose often 57.5 µM), inactives show top-dose activity change, negative = inhibition, usual class: inhibitors | 6.9% of 360,000 active | AID 588342, 2011;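 also: potency is read from the fitted curve at half-maximal effect; plate controls were vehicle for no effect and reference inhibitor for full effect; nearly all actives have a fitted effect of over 55% in size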
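Biochemical qHTS of compounds, final roughly 60 µM downward over six points, against 10 nM purified firefly luciferase using Km concentrations of substrates (10 uM D-luciferin, 10 uM ATP) in Tris acetate pH 7.5 buffer; luminescence output.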
PKM2 activator: qHTS Assay for Activators of Human Muscle isoform 2 Pyruvate Kinase. Pyruvate kinase PKM (Homo sapiens), P14618. purified PKM2, Kinase-Glo ATP luminescence, activation; response scale: 0% is enzyme alone, no compound. Potency, µM (highest dose often 57.5 µM), without a hit: at the top dose activation, usual class: activators. 0.34% of 260,000 active; also: potency is read from the fitted curve at half-maximal effect; % is scaled to controls: 0 for no effect and ±100 for the full control effect; nearly all actives have a fitted effect of over 55% in size
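hPK-M2, >95% pure; 0.1 mM ADP / 0.5 mM PEP final; imidazole pH7.2 buffer w/ 7 mM MgCl2, 50 mM KCl; 1 h RT; Kinase-Glo lum. Intermediate enzyme activity for dual inhibitor/activator qHTS.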
Giardia killer: Small Molecules that selectively kill Giardia lamblia: qHTS; Giardia lamblia trophozoite viability; activity change, % at 7.66 µM, hits read low; AID 540267, 2011; 0.15% of 340,000 active; in the data active = activity change below about -80%; inconclusive = between about -30% and that limit;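 also: parasites exposed to compound for two days anaerobically before the ATP read; % is scaled to controls: 0 for no effect and ±100 for the full control effect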
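Compounds were tested on trophozoites seeded at 100 cells/well and held 48 hrs at 37 deg C anaerobically. An ATP-based luminescent kit measured the remaining live cells.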
p53 reactivation: qHTS assay for re-activators of p53 using a Luc reporter; H1299 p53-A138V BP100-luciferase reporter, luminescence, 24 h; 0.063% of 320,000 active; Potency, µM (highest dose often 92.2 µM), for the others: at the top dose activity change, positive = activation, usual class: activators; also: potency is read from the fitted curve at half-maximal effect; % of control where 0% means no effect; nearly all actives have a fitted effect of over 45% in size
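H1299 (p53-null), stable ts p53-A138V + BP100-Luc; 1000 cells/well, Opti-MEM/10% FBS; cpd 4 pt, 1:5; 24 h, 37 deg C, 5% CO2; detection reagent 10 min RT; luminescence.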
NPC1 prom act: qHTS Assay for NPC1 Promoter Activators. 2.4% of 320,000 active. Huh7 NPC1 promoter luciferase reporter, 24 h. Potency, µM (titrated, usually from 9.22 µM), inactives show at the highest dose activation, usual class: activators;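 also: potency is read from the fitted curve at half-maximal effect; % of control where 0% means no effect; nearly all actives have a fitted effect of over 60% in size; reporter is driven by a mutant NPC1 promoter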
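NPC1 promoter–luciferase Huh7 cells; 24 h compound; luminescence.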
Gal4-VP16 FLuc: VP16 counterscreen qHTS for inhibitors of ROR gamma transcriptional activity. AID 2546, 2010. 3.5% of 310,000 active. Potency, µM (top dose mostly 53.6 µM), for the others: top-dose activity, negative = inhibition, most hits filed as inhibitors. Drosophila S2 Gal4-VP16 UAS-luciferase, luminescence, 20 h;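 also: Gal4-VP16 expression switched on by copper sulfate through the metallothionein promoter; potency is read from the fitted curve at half-maximal effect; % is scaled to controls: 0 for no effect and ±100 for the full control effect; nearly all actives have a fitted effect of over 50% in size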
RORg inh: qHTS for inhibitors of ROR gamma transcriptional activity; Drosophila S2 Gal4-RORgamma UAS-luciferase reporter, 20 h; Potency, µM (doses to about 53.6 µM), for inactives: at the top dose activity change, negative = inhibition, actives largely listed as inhibitors; 5.4% of 310,000 active; AID 2551, 2010; also: potency is read from the fitted curve at half-maximal effect; % is scaled to controls: 0 for no effect and ±100 for the full control effect; nearly all actives have a fitted effect of over 60% in size
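ROR gamma transcriptional activity was tracked as Gal4-UAS luciferase output in stably transfected Drosophila Schneider cells, with compound added 1 hr before 700 uM copper sulfate induction and a 20 hr ambient-temperature incubation.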
ELG1 genotox: qHTS screen for small molecules that induce genotoxicity in human embryonic kidney (HEK293T) cells expressing luciferase-tagged ELG1; AID 504466, 2011; 1.3% of 330,000 active; Potency, µM (highest dose often 46 µM), without a hit: top-dose activity change, positive = activation, most hits filed as activators; HEK293T ELG1-luciferase reporter, luminescence, 16 h; also: potency is read from the fitted curve at half-maximal effect; % of control where 0% means no effect; nearly all actives have a fitted effect of over 60% in size
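HEK293T cells expressing luciferase-tagged ELG1 were exposed to compound or DMSO vehicle for 16 hr at 37 °C and 5% CO2. Luciferase activity was then measured with ONE-Glo after 30 min at room temperature.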
BRCA1 expr act: qHTS Assay to Identify Small Molecule Activators of BRCA1 Expression; MCF7-BRCA1-FFLuc reporter, luminescence, 48 h; response scale: scaled: vehicle 0%, 10 µM genistein 100%; Potency, µM (highest dose often 46.1 µM), without a hit: top-dose activation, usual class: activators; 1.1% of 380,000 active; AID 624202, 2012; also: potency is read from the fitted curve at half-maximal effect; nearly all actives have a fitted effect of over 80% in size; some results filed as inactive show a strong effect at the top dose
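48 h compound treatment of MCF7-BRCA1-FFLuc cells (phenol-red free MEM, 37 °C), then 15 min with luciferase substrate and luminescence imaging.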
* hit, by the source's call; ? = inconclusive; nt = no result given; [ ] = remark or other dose. Unless noted, calls follow the shape of the dose curve; as a rule, active = well fitted curve in the direction sought with a large enough effect; inconclusive = small, poorly fitted or top-dose-only effect, or another doubt; inactive = no such curve, though single readings can be large; an effect the other way counts as inactive or inconclusive. The list is partial; the hit share may differ from the screen's.

SMILES	Rab9 promoter act	Menin MLL FP TR	FLuc counter	PKM2 activator	Giardia killer	p53 reactivation	NPC1 prom act	Gal4-VP16 FLuc	RORg inh	ELG1 genotox	BRCA1 expr act
O=P(c1ccccc1)(c1ccccc1)N(c1ccccc1)c1ccccc1	-29%	-7%	0%	-8%	-18	-11%	-27%	1%	-15%	-6%	-5%
CC(=O)c1nc(N2C(=O)CC(Cc3ccccc3)C2=O)sc1C (centres undefined)	1%	5%	3%	4%	-13	1%	1%	?	1%	-1%	-10%
CCC1Oc2ccccc2N(CC(=O)NCCN2CCc3ccccc3C2)C1=O (centres undefined)	4%	-20%	4%	-6%	-10	-7%	-5%	-12%	8%	-2%	0%
CCOCCCNC(=S)NCCc1ccccc1	?	1%	?	-4%	7	?	19%	13µM*	11µM*	15%	74%
COc1ccc(SC[C@H](C)CN2CC[C@H](C)CCC2=O)cc1	0%	nt	-4%	nt	-18	2%	-1%	nt	nt	-2%	-4%
C/C=C(\C)C(=O)N1CCC(C(=O)c2ccccc2)CC1	-7%	-11%	0%	nt	-16	4%	-4%	1%	0%	-7%	8%
CCCCCOC(=O)c1c(N)n(CCOC)c2nc3ccccc3nc12	7%	12%	-2%	-2%	16	1%	-6%	-23%	-42%	-1%	-52%
Cn1nnnc1SCC(=O)c1ccc2c(c1)OCCO2	?	-20%	?	6%	-2	14%	23%	-21%	40%	9%	-6%
CCCCOc1nc(N)nc(-c2ccccc2)n1	0%	-6%	-19%	-6%	-9	18%	-1%	-9%	-17%	14%	5%
CN(Cc1ccon1)C(=O)C1CCN(C2CCN(CCCc3ccccc3)CC2)CC1	-1%	nt	2%	-5%	3	12%	-1%	-6%	15%	-9%	-23%

Laid out differently: entries from further up
| compound | Rab9 promoter act | Menin MLL FP TR | FLuc counter | PKM2 activator | Giardia killer | p53 reactivation | NPC1 prom act | Gal4-VP16 FLuc | RORg inh | ELG1 genotox | BRCA1 expr act |
| --- | --- | --- | --- | --- | --- | --- | --- | --- | --- | --- | --- |
| CCCCOc1nc(N)nc(-c2ccccc2)n1 | 0% | -6% | -19% | -6% | -9 | 18% | -1% | -9% | -17% | 14% | 5% |
| C/C=C(\C)C(=O)N1CCC(C(=O)c2ccccc2)CC1 | -7% | -11% | 0% | nt | -16 | 4% | -4% | 1% | 0% | -7% | 8% |
| CCOCCCNC(=S)NCCc1ccccc1 | ? | 1% | ? | -4% | 7 | ? | 19% | 13µM* | 11µM* | 15% | 74% |

(list continues)
SMILES	Rab9 promoter act	Menin MLL FP TR	FLuc counter	PKM2 activator	Giardia killer	p53 reactivation	NPC1 prom act	Gal4-VP16 FLuc	RORg inh	ELG1 genotox	BRCA1 expr act
O=C(CCNC(=O)c1ccc([N+](=O)[O-])cc1)NCC1COc2ccccc2O1 (centres undefined)	4%	nt	4%	nt	-17	5%	0%	nt	nt	0%	0%
CCC1CCCCN1CCCNC(=O)CC1Oc2ccccc2NC1=O (centres undefined)	-2%	2%	1%	2%	9	1%	3%	5%	33%	0%	42%
Cc1cc(OC(C)C(=O)NCC2CCC(C(=O)O)CC2)c2c(C)c(Cc3ccccc3)c(=O)oc2c1 (centres undefined)	0%	3%	-3%	2%	-10	nt	3%	-8%	28%	9%	-12%
C=CCn1c(=O)c(C(=O)OCC)c(O)c2ccccc21	-6%	0%	?	-1%	27	-2%	6%	-2%	-30%	-3%	33%
CCc1c(C)nc(SCC(=O)N2CCCCC2)[nH]c1=O	4%	4%	5%	1%	-23	nt	2%	16%	-3%	13%	-29%
COc1ccc(CC(=O)Nc2nncs2)cc1OC	0%	2%	1%	0%	3	6%	-5%	-3%	-4%	7%	0%
COc1ccc(NC(=O)Cn2nnc(C(=O)NCc3ccc4c(c3)OCO4)c2N)c(OC)c1	2%	43%[activator]	0%	nt	-28	-7%	1%	-26%	-33%	1%[9.26 µM]	0%
Cc1ccc2[nH]c(C(=O)N3CCCC(Nc4ccc(F)cc4)C3)cc2c1 (centres undefined)	1%	?	-4%	nt	0	3%	0%	-5%	24%	-7%	-16%
Cc1cc(Nc2ccccc2)n(CCO)n1	-3%	0%	3%	-5%	21	-5%	-1%	-5%	-31%	1%	-3%[1.84 µM]
O=C(c1cc2ccccc2o1)c1cccs1	2.8µM*	17%	11µM*	-10%	6	?	3.5µM*	22%	?	16%	?
O=C(NC1CCCCCC1)C1CCCN1S(=O)(=O)c1cccc2cccnc12 (centres undefined)	-5%	-5%	1%	-17%	5	-6%	1%	-7%	-6%	-3%	-8%
Cc1sc(NC(=O)c2ccco2)nc1-c1ccc2c(c1)CC(C)N2C(=O)C1CC1 (centres undefined)	12%	2%	19µM*	-5%	-5	10%	-1%	-4%	?	-31%[inhibitor]	-75%
CCOc1ccc(-c2nn3c(-c4ccccc4)nnc3s2)cc1	4%	-18%	-12%	9%	2	?	3%	-1%	-19%	2%	11%
S=C(NCC1CCCO1)n1nnc2ccccc21 (centres undefined)	-7%	-3%	?	-14%	8	-16%	-1%	-7%	18%	-1%	10%
CCN(CC(=O)NCc1ccc(Cl)cc1)C(=O)c1c(C)noc1C	-2%	nt	-13%	nt	14	-6%	-2%	nt	nt	-2%	4%
O=C(NCC(=O)N1CCCCCC1)c1ccc(Cl)cc1	?	-17%	?	0%	0	0%	?	-9%	?	?	?
COc1ccccc1NC(=O)C1CCN(S(=O)(=O)c2cccc3nonc23)CC1	-2%	2%	-1%	-1%	-2	-6%	4%	-7%	15%	-7%	-13%
CCCC(=O)Nc1ccc2c(c1)nc(CN1CCN(C(=O)OCC)CC1)n2C	2%	?	3%	nt	-3	3%	-3%	-3%	-15%	1%	-11%
Cc1cc(C)c(-n2[nH]nnc2=S)c(C)c1	-4%	nt	1%	9%	?	1%	-2%	-18%	-43%	1%	-4%
Nc1cc(=O)[nH]c(SCc2csc(-c3ccccc3)n2)n1	4%	-3%	-15%	-5%	13	1%	1%	6%	?	?	25%

NPC1 prom act, entries above that show a hit.
mol	Rab9 promoter act	Menin MLL FP TR	PKM2 activator	p53 reactivation	NPC1 prom act	RORg inh	BRCA1 expr act
O=C(c1cc2ccccc2o1)c1cccs1	2.8µM*	17%	-10%	?	3.5µM*	?	?

Further entries follow.
SMILES	Rab9 promoter act	Menin MLL FP TR	FLuc counter	PKM2 activator	Giardia killer	p53 reactivation	NPC1 prom act	Gal4-VP16 FLuc	RORg inh	ELG1 genotox	BRCA1 expr act
Cc1cc(C)nc(N/N=C/c2c(C)oc3ccccc23)n1	-2%	2%	?	0%	-2	1%	-6%	3%	-20%	0%	-6%
COc1cc(CCC(=O)OCc2nnc(-c3ccccc3)o2)cc(OC)c1OC	8%	-12%	6%	0%	9	-1%	-12%	-9%	3%	0%	-4%
COCCN(C(=O)CSc1nn(-c2ccc(F)cc2)c(=S)s1)c1c(N)n(CC(C)C)c(=O)[nH]c1=O	-4%	nt	0%	nt	6	4%	10%	nt	nt	3%	2%
CC(C)(C)C(=O)Nc1ccccc1-c1nc2ccccc2[nH]c1=O	-2%	2%	2%	0%	-9	0%	0%	7%	9%	2%	1%
COC(=O)C1NN=C(C(=O)c2ccc(Cl)cc2)C1c1ccc(OC)cc1 (centres undefined)	-5%	-6%	-10%	0%	-12	-1%	-2%	5%	?	-2%	-7%
O=C(Cc1ccc(Cl)cc1Cl)OCC(=O)N1CCCCC1	5%	-11%	-13%	-3%	-1	4%	-1%	-23%	3%	9%	6%
Fc1ccc(/C=N/n2c(COc3ccccc3)n[nH]c2=S)cc1	-6%	34%[activator]	0%	nt	5	19%	-3%	-7%	?	0%	-7%
COc1ccc(/C=C2\Oc3cc(OCC(=O)N4CCC(C(=O)O)CC4)ccc3C2=O)c(OC)c1	-7%	?	6.7µM*	0%	-16	6%	0%	1%	16%	1%	-11%
CCOC(=O)N1CCN(C(=O)c2ccc3c(=O)n(-c4ccc(F)cc4)c(=S)[nH]c3c2)CC1	-3%	1%	1%	2%	-2	3%	-2%	-8%	-11%	-4%	-30%
